# From PubChem BioAssay
# KCNQ1 pot: potentiators or activators of human KCNQ1 potassium channel. P51787. CHO-K1 KCNQ1, thallium flux FluxOR fluorescence; stronger effect = higher value. B-score at 10 µM. actives 0.35% (n = 310,000). AID 2648;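 active means fluorescence ratio B-score, a plate-corrected score, at least three library SD, with initial intensity B-score within 5 SD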
#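 assay system = CHO-K1 cells stably expressing KCNQ1 | medium = assay buffer, equal DMSO in all wells | timing = 37 °C overnight plating, 90-min dark dye load, 20-min compound pretreatment | measured by = kinetic FluxOR thallium fluorescence, 10-s 1-Hz baseline, 110-s post-stimulus read | measure = fluorescence change relative to baseline, converted to B score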
# SKKanGAS inh: SKKanGAS growth inhibition; actives 1.3% (n = 300,000); AID 1662; inhibition, % at 7.5 µM; S. pyogenes SKKanGAS, kanamycin growth, BacTiter-Glo, 6 h;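 active means mean replicate score, as percent of positive control median, at least 50; inconclusive means mean below 50 but one replicate at or above 50; inactive means mean and every replicate below 50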;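 further: strain carries kanamycin resistance gene driven by streptokinase promoter and grows in 40 µg/ml kanamycin; loss of luminescence reflects streptokinase promoter inhibition or plain growth inhibition; 0% = median of DMSO wells and 100% = positive control at its reference dose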
# ANO1 activ: mouse TMEM16A channel activation, primary screen | actives 0.3% (n = 340,000) | B-score at 10 µM | HEK293 TMEM16A/YFP-H148Q/I152L, iodide quench fluorescence; stronger effect = lower value;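 active means fluorescence-ratio B-score plate-corrected deviation score at least 3 library SD below zero, with starting fluorescence score within 5 deviations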;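 further: channel opened by trigger with iodide after compound preincubation; score built on the fluorescence ratio of max minus min over baseline; more negative score means more quench and so TMEM16A activation or potentiation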
# RGS4 block: inhibitors of human RGS4 | actives 0.45% (n = 310,000) | AID 463165 | P49798 | B-score at 10 µM | HEK293 M3R/RGS4 inducible, Fluo-4 calcium flux; stronger effect = higher value; triggered by carbachol at its EC20;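 active means B-score, a plate-corrected calcium signal, over three deviations above library mean, with baseline fluorescence within five deviations of library mean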;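 further: RGS4 expression induced by doxycycline in cells with stable M3 receptor; B-score is computed from the integrated fluorescence ratio over baseline after carbachol; higher B-score means a larger calcium signal and so more RGS4 inhibition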
# Target sequence (P49798 whole entry, looked up): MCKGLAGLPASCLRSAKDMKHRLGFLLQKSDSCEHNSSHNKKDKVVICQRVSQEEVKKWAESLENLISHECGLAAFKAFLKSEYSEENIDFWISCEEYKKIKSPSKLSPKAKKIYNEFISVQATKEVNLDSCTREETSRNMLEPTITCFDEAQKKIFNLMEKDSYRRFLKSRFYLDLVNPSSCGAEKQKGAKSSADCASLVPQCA
# hERG protect: hERG (human) protection from proarrhythmic block. Q12809. actives 0.51% (n = 310,000). CHO-hERG, FluxOR thallium flux, dofetilide IC70 present. activation (rescue from dofetilide block), less the hit threshold, % at 10 µM;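 active means activation above the mean of controls blocked by dofetilide plus 5 SD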;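 further: thallium influx through hERG after potassium depolarization seen as dye fluorescence rise; in these data hits start at about 4.7%; inactives centre near -7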
# HDAC3 inhib: human HDAC3 inhibition; AID 2718; recombinant HDAC3, fluorogenic peptide/trypsin coupled, fluorescence; actives 0.15% (n = 320,000); inhibition, % at 8.3 µM; O15379; in the data active means inhibition above about 26%, passing the limit was not always enough; inconclusive means no clear call, values can overlap the other calls
# Target sequence (O15379 whole entry, looked up): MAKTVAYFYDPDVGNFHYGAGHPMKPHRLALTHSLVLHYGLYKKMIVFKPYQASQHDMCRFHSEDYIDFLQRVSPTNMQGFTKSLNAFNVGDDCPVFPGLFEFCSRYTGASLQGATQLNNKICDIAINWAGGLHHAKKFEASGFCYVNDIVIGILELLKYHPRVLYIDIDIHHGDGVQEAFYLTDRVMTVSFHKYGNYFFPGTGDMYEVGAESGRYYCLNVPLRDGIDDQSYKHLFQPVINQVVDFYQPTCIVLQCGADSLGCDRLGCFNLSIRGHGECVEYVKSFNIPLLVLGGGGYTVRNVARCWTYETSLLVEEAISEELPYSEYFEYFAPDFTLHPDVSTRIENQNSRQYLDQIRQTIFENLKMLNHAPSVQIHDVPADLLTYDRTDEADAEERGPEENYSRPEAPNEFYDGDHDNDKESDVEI
# KCNQ1 block: human KCNQ1 channel inhibition; actives 1.3% (n = 310,000); CHO-K1 KCNQ1, FluxOR thallium flux fluorescence; stronger effect = higher value; P51787; B-score at 10 µM;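 active means compounds whose thallium flux B-score, printed positive for inhibition, exceeds three library SD while starting fluorescence stays within three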;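 further: channel opened by potassium depolarization with thallium stimulus after 20 min compound exposure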
# KCNK3 block: human KCNK3 channel inhibition, primary screen. O14649. AID 602410. CHO-KCNK3 thallium flux, FluxOR fluorescence; stronger effect = lower value. B-score at 10 µM. actives 0.84% (n = 340,000);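 active means B-score under library mean minus 4 SD, starting fluorescence ratio at most library mean plus 5 SD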;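 further: more negative B-score means stronger inhibition of thallium flux through KCNK3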
# Target sequence (O14649 whole entry, looked up): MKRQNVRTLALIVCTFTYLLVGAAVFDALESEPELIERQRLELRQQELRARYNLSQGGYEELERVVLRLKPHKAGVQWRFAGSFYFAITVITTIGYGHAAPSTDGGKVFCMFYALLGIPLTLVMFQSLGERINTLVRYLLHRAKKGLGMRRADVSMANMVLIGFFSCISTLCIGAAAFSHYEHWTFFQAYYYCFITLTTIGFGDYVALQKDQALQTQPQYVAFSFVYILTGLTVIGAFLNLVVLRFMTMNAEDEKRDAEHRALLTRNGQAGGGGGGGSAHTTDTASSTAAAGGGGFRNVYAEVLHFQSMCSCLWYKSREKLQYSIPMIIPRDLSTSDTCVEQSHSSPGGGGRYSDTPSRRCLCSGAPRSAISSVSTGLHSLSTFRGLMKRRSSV
# KCNK9 inh: blocks the human KCNK9 two-pore domain potassium channel. Q9NPC2. HEK293 KCNK9, FluxOR thallium flux fluorescence; stronger effect = lower value. B-score at 10 µM. actives 1.2% (n = 310,000). AID 488922;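 active means ratio B-score over 3 SD below the library mean, with starting fluorescence within 5 SD of its mean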;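 further: negative B-score means less thallium flux so channel inhibition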
# RGS4 act: RGS4 potentiation or activation | HEK293 M3R/inducible RGS4, carbachol calcium flux Fluo4; stronger effect = lower value | B-score at 10 µM | actives 0.92% (n = 310,000) | AID 463111;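 active means B-score of the integrated calcium signal more than 4 SD below the library mean, with starting fluorescence not abnormally high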;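 further: negative B-score means reduced calcium response which marks RGS4 activation or potentiation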
#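 Also added: carbachol at ECmax as muscarinic agonist stimulus; Assay system: HEK293 cells with stable M3R and inducible RGS4; Timing: overnight RGS4 induction, 30 min dye load 37 °C, 20 min compound RT; Measured by: Fluo4-AM (2 µM) calcium-flux fluorescence, kinetic read.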
# ANO1 block: mouse TMEM16A channel inhibition, primary screen; normalized B-score (activity score, 25-100; higher = stronger inhibition) at 10 µM; Q8BHY3; AID 588511; HEK293 TMEM16A/YFP iodide influx fluorescence, ionomycin; actives 1.2% (n = 310,000);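 active means ratio plate-corrected score three or more library SD toward inhibition, starting fluorescence score within five deviations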;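 further: score derived from kinetic fluorescence span divided by baseline fluorescence per well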
# The depositor's hits bear a star; i = inactive; ? = inconclusive; · = not tested or not shown.
SMILES,KCNQ1 pot,SKKanGAS inh,ANO1 activ,RGS4 block,hERG protect,HDAC3 inhib,KCNQ1 block,KCNK3 block,KCNK9 inh,RGS4 act,ANO1 block
COc1ccc(CC(=O)NC(C)c2nnc(SCC(=O)c3ccc(Br)cc3)n2C)cc1 (configuration not stated),i,1,i,i,-9,-2,i,i,i,i,i
Cc1csc(NC(=O)c2cnccn2)n1,i,3,i,i,-11,1,i,i,i,i,i
CCOc1ccc(NC(=O)NCc2ccccn2)cc1,i,15,i,i,-3,-11,i,i,i,i,i
NC(=O)C1CCN(CCC(=O)Nc2ccc3c(c2)CCC3)CC1,i,-2,i,i,-11,1,i,i,i,i,i
CCOc1ccc(CN2CCNC(=O)C2CC(=O)OC)cc1 (configuration not stated),i,0,i,i,-7,-3,i,i,i,i,i
CC(C)(C)C1CCC(=NNc2nc3ccccc3[nH]2)CC1 (configuration not stated),i,34,i,i,-13,-11,i,i,i,i,i
NNC(=O)CNc1ccccc1Cl,i,0,i,i,5.6*,9,i,i,i,i,i
COc1ccc(C(CNC(=O)CSc2ccc(Br)cc2)N2CCOCC2)cc1 (configuration not stated),i,0,i,i,-7,0,i,i,i,i,i
CC1CCCCN1C(=O)CCC(=O)Nc1nnc(C2CCCCC2)s1 (configuration not stated),i,-3,i,i,-6,5,i,i,-6.9*,i,i
COCCNC(=O)C1CCN(C(=O)C2CC(=O)N(c3ccc(C)cc3)C2)CC1 (configuration not stated),i,-10,i,i,-5,2,i,i,i,i,i
Cc1ccc(NC2=CC(=O)CC(c3ccccc3)C2)cc1 (configuration not stated),i,0,i,i,-7,6,i,i,i,i,i
O=C(NCCCn1ccnc1)/C(=C/c1ccco1)NC(=O)c1ccco1,i,6,i,i,-15,-7,i,i,i,i,i
CCOC(=O)C1(C)Oc2cccnc2NC1=O (configuration not stated),i,0,i,i,-8,2,i,i,i,i,i
O=C(COC(=O)CCc1ccc(S(=O)(=O)N2CCOCC2)cc1)NCc1ccccc1Cl,i,-12,i,i,-10,-6,i,i,i,i,i
COc1ccc(-c2nc(-c3ccncc3)no2)cc1OC,i,0,i,i,-6,-6,i,i,i,i,i
CCCCNC(=S)N1CCn2cccc2C1c1ccc(F)cc1 (configuration not stated),i,10,i,i,-23,-1,6*,-9.7*,-14*,i,i
CC(=O)c1ccc([N+](=O)[O-])c(CS(=O)(=O)c2ccc(Cl)cc2)c1,i,10,·,i,-1,-1,i,i,i,i,i
COc1ccccc1CNC(=O)Cn1cnc2ccccc2c1=O,i,2,i,i,-16,0,i,i,i,i,i
COc1cc2c(cc1OC)-c1cc(Nc3cccc(C)c3)nc(=O)n1CC2,i,9,·,i,-6,-2,i,i,i,i,i
COc1ccc(NC(=O)Cn2nnc(C(=O)Nc3ccc(F)c(Cl)c3)c2N)cc1,i,-5,i,i,-4,3,i,i,i,i,i
Cc1ccnc(SCCn2c(N(C)Cc3ccccc3)nc3c2c(=O)n(C)c(=O)n3C)n1,i,-2,i,i,-16,2,i,i,i,-7.9*,i
COC(=O)c1ccccc1NC(=S)NC(=O)c1ccccc1C,i,-1,i,i,-8,-2,i,i,i,i,i
Cc1cc2c(c(SCC(=O)NCc3ccc(Cl)cc3)n1)C(=O)OC2,i,4,i,i,-11,-6,i,i,i,i,i
CC(NC(=O)CSc1n[nH]c(=O)[nH]c1=O)C1CC2CCC1C2 (configuration not stated),i,-3,i,i,-7,-2,i,i,i,i,i
CCN(c1ccccc1)S(=O)(=O)c1ccc(NC(=S)NC(=O)c2ccc(Br)o2)cc1,12*,7,i,i,11*,7,i,i,i,i,i
CC1(C)CNC(=O)c2sc(N3CCOCC3)nc2C1,i,5,i,i,-2,-5,i,i,i,i,i
O=C(O)c1ccccc1Nc1ccnc(Cl)n1,i,13,i,i,-5,-29,i,i,i,i,i
COC(=O)C1=C(C(=O)OC)SC(=C2C(=S)C(C)(C)N(C(=O)C(C)C)c3ccccc32)S1,i,14,i,i,-7,-3,i,i,i,i,i
C=CCOc1ccc2ccccc2c1CNn1c(C)n[nH]c1=S,i,-4,i,i,-8,2,i,i,i,i,i
COC(=O)C(=CC(=CN(C)C)C=C(C(=O)OC)C(=O)OC)C(=O)OC,i,1,i,i,-7,3,i,i,i,i,i
O=C(CNC(=O)c1ccccc1F)NCCc1ccc(Cl)cc1Cl,i,3,i,i,-4,1,i,i,i,i,i
O=C(NC(=S)NCC1CCCO1)c1ccco1 (configuration not stated),i,-1,i,i,-4,2,i,i,i,i,i
Cc1cccc(N2CCN(C(=O)c3ccc(N4CCCC4=O)cc3)CC2C)c1 (configuration not stated),i,2,i,i,-4,-1,i,i,i,i,i
CCOC(=O)c1cccc(NC(=O)N2CCOCC2)c1,i,3,i,i,-7,9,i,i,i,i,i
O=C(CSc1nc(O)c(Cc2ccccc2)c(=O)[nH]1)Nc1ccccc1,i,4,i,i,-10,-2,i,i,i,i,i
NC(=O)c1nsc(C(=O)N(c2cccc(F)c2)C(C(=O)NC2CCCC2)c2ccco2)c1N (configuration not stated),i,2,i,i,-3,-6,i,i,i,i,i
CCCN1C(=O)CN(C2CCCCCC2)C(=O)C1c1ccc(C)cc1 (configuration not stated),i,-1,i,i,-13,0,i,i,i,i,i
COc1ccc(NC(=S)NNc2ccc(C(=O)O)cc2)cc1,i,5,i,i,0,-1,i,i,i,i,i
O=C(c1c[nH]c2ccccc2c1=O)N1CCCCCC1,i,-2,i,i,-17,-1,i,i,i,i,i
Oc1ccccc1C(=S)N1CCN(C(=S)c2ccccc2O)CC1,i,0,i,i,-1,-2,i,i,i,i,i
Cc1ccc(C2C(C(=O)c3cccs3)=C(O)C(=O)N2c2cccc(C)n2)cc1 (configuration not stated),i,13,i,i,-8,-9,i,i,i,i,i
CCn1c(SCC(=O)c2c[nH]c3ccccc23)nc2cc(S(=O)(=O)N3CCOCC3)ccc21,i,13,i,i,-6,6,i,i,i,i,i
Cc1ccc(S(=O)(=O)N2CCSC2c2ccco2)cc1 (configuration not stated),i,3,i,i,-10,9,i,i,i,i,i
COC(=O)c1ccc(C(=O)OC)c(NC(=O)N2c3ccccc3Sc3ccccc32)c1,i,6,i,i,-6,0,i,i,i,i,i
CN(C)S(=O)(=O)c1ccc(C(=O)Nc2ccccc2SCCC#N)cc1,i,3,i,i,-11,14,i,i,i,i,i
COc1ccc(NC(=O)CCc2nnc3ccc(N4CCC(C)CC4)nn23)cc1OC,i,6,i,i,-11,0,i,i,i,i,i
c1ccc(-n2ncc3c(NCCN4CCOCC4)ncnc32)cc1,i,-1,i,i,-11,-3,i,i,i,i,i
COc1ccccc1C1C=C(c2ccc(C)cc2)Nc2nnnn21 (configuration not stated),i,2,i,i,-1,2,i,i,i,i,i
COc1ccccc1CNC(=O)CN(Cc1ccc(Cl)cc1)S(C)(=O)=O,i,2,i,i,-1,-4,i,i,i,i,i
Cc1nn(C)c(C)c1NC(=O)CCCSc1nc(-c2ccco2)cc(C(F)(F)F)n1,i,-1,i,i,-6,0,i,i,i,i,i
COc1ccc(NC(=O)CSc2nnc(NC(=O)C3CCC3)s2)c(OC)c1,i,2,i,i,-5,6,i,i,i,i,i
CCOC(=O)c1cn(Cc2ccc(C)cc2)c2cc(F)ccc2c1=O,i,8,i,i,-2,-6,i,i,i,i,i
Cc1ccc(NC(=O)C(Cc2ccccc2)N2C(=O)C3C4CCC(C4)C3C2=O)cc1Cl (configuration not stated),i,33,i,i,-13,0,i,i,i,i,i
COc1cc(OC)cc(C(=O)NCc2ccc(-n3cccc3)cc2)c1,i,-10,i,i,-9,-13,i,i,i,i,i
CC(=O)Nc1ccc(S(=O)(=O)N2CCN(c3cc4c(cc3[N+](=O)[O-])n(C)c(=O)n4C)CC2)cc1,i,0,i,i,-15,-11,i,i,i,i,i
O/N=C1\CC/C(=N\O)c2nn(-c3ccc(Cl)cc3Cl)nc21,i,9,i,i,-6,?,i,i,i,i,i
CCOC(=O)CN1NC2(CCC(C(C)(C)C)CC2)NC1=S (configuration not stated),i,3,i,i,8.7*,2,i,i,i,i,i
Cc1cccc(OCCCn2c(=O)oc3ccc(C)cc32)c1,i,16,i,i,-7,9,i,-9.3*,i,i,i
CCN1CCN(c2ncnc3sc(C(=O)Nc4ccccc4F)c(C)c23)CC1,i,-2,i,i,-3,6,i,i,i,i,i
Cc1cccc(C)c1NC(=O)CN(C)C(=O)Cc1cccc(C(F)(F)F)c1,i,-2,i,i,-11,0,i,i,i,i,i
# The list continues.
SMILES,KCNQ1 pot,SKKanGAS inh,ANO1 activ,RGS4 block,hERG protect,HDAC3 inhib,KCNQ1 block,KCNK3 block,KCNK9 inh,RGS4 act,ANO1 block
O=C(c1ccccc1)N(Cc1ccc(F)cc1)Cc1nc2ccccc2c(=O)[nH]1,i,2,i,i,-5,3,i,i,i,i,i
COC(=O)c1ccccc1NC(=O)COC(C)=O,i,3,i,i,-8,-11,i,i,i,i,i
Cc1nc2ccc(S(=O)(=O)Nc3ccc(-c4nc5cccnc5s4)cc3)cc2s1,i,35,i,i,-11,-1,i,i,i,i,i
COCc1cc(C)nc2sc(C(=O)Nc3ccccc3OC)c(N)c12,i,-5,i,i,-5,7,i,i,i,i,i
N#C/C(=C\c1ccc(-c2cccc([N+](=O)[O-])c2)o1)C(=O)Nc1nc(-c2cccs2)cs1,i,10,i,i,-11,-1,i,i,i,i,i
COc1ccc(C(=O)NCCS(=O)(=O)NC(C)c2ccccc2)cc1 (configuration not stated),i,-5,i,i,-5,5,i,i,i,i,i
COCCSc1ccccc1C(=O)Nc1ccc(S(=O)(=O)N2CCOCC2)cc1,i,-1,i,i,-5,-6,i,i,i,i,i

# Ordered by length of the SMILES (ascending): part of the list above
SMILES,KCNQ1 pot,SKKanGAS inh,ANO1 activ,RGS4 block,hERG protect,HDAC3 inhib,KCNQ1 block,KCNK3 block,KCNK9 inh,RGS4 act,ANO1 block
COC(=O)c1ccccc1NC(=O)COC(C)=O,i,3,i,i,-8,-11,i,i,i,i,i
COc1ccc(C(=O)NCCS(=O)(=O)NC(C)c2ccccc2)cc1 (configuration not stated),i,-5,i,i,-5,5,i,i,i,i,i
COCCSc1ccccc1C(=O)Nc1ccc(S(=O)(=O)N2CCOCC2)cc1,i,-1,i,i,-5,-6,i,i,i,i,i
